Screening data (PubChem BioAssay)
M5 PAM – positive allosteric modulators of human muscarinic M5 receptor | 360,000 tested, 0.3% active | CHO-K1 hM5, Fluo-8 calcium, ACh EC20 PAM; 0% = ACh EC20, 100% = ACh EC100 | activation, % at 3 µM;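 active = activation above the run cutoff, the mean activation of all test compounds plus 3 SD, cut at about 18% in these data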
Target sequence (P08912 whole entry, looked up): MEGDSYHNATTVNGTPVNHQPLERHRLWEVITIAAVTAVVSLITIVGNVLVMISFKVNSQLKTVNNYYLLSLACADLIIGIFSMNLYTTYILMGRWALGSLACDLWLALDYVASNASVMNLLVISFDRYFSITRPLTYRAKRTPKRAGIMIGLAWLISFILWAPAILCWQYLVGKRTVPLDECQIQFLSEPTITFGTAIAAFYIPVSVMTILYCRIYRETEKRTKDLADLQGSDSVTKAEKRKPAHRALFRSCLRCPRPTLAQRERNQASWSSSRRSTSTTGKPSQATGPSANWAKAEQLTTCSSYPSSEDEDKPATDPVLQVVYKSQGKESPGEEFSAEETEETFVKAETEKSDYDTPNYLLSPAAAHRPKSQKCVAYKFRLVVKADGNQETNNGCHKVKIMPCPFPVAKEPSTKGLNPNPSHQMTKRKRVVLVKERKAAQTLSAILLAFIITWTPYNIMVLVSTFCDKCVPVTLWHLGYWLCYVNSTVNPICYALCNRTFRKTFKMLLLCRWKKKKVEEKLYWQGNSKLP
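System: CHO-K1 cell line with stable human muscarinic M5 receptor expression | Also added: EC20 acetylcholine as agonist stimulus | Compound: One concentration, 3 µM final (nominal) | Timing: Fluo-8 loading 80 min at 37 °C plus 30 min room temperature | Measured by: Fluo-8 calcium dye fluorescence, kinetic read | Read-out basis: % activation, ACh-normalized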
CHRM4 agonist – agonists of human muscarinic M4 receptor (CHRM4) | CHO-K1 hM4/Gqi5, Fluo-8 calcium fluorescence; vehicle 0%, full acetylcholine response 100% | P08173 | 360,000 tested, 0.14% active | activation, % at 3 µM;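 active = activation above the run mean over all test wells plus 3 SD, cut at about 32% in these data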;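 note: peak over basal fluorescence ratio per well then scaled between controls; 0% = DMSO wells and 100% = acetylcholine at EC100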
Target sequence (P08173 whole entry, looked up): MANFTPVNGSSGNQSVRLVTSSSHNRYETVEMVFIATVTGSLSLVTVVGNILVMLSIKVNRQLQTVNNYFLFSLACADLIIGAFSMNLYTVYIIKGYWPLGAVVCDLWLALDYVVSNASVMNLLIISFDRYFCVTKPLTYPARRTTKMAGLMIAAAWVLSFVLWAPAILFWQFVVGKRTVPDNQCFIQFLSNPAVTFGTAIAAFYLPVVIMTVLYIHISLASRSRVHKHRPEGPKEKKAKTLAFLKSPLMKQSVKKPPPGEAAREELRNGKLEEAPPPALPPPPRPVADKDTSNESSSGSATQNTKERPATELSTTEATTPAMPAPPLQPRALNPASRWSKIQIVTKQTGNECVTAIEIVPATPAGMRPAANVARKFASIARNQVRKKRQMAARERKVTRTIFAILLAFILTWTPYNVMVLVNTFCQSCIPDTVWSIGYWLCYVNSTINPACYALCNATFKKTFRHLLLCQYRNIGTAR
M5 antag – antagonists of human muscarinic M5 receptor (CHRM5) | 360,000 tested, 0.59% active | inhibition, % at 3 µM | CHO-hM5 cells, Fluo-8 calcium fluorescence, ACh EC80 | P08912 | AID 624040;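 active = inhibition above a per-plate cutoff, the mean of that plate's test compounds plus 3 SD, cut at about 27% in these data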;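 note: 0% = acetylcholine EC80 with DMSO and 100% = DMSO without agonist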
M1 PAM – potentiates human M1 receptor response to acetylcholine. P11229. activation, % at 3 µM. AID 588819. 360,000 tested, 0.088% active. CHO-K1 hM1, Fluo-8 calcium fluorescence, ACh EC20; 0% = ACh EC20, 100% = maximal ACh; in the data active = activation above about 19%, passing the limit was not always enough
M1 antag – human CHRM1 antagonism | CHO-K1 hM1, Fluo-8 calcium fluorescence, ACh EC80 antagonist | 360,000 tested, 1.3% active | inhibition, % at 3 µM | P11229;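 active = percent inhibition above its own plate's cutoff, namely the mean of that plate's compound wells plus 3 SD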;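 note: peak over basal fluorescence ratio during 140 s after agonist addition; 0% = ACh EC80 plus DMSO and 100% = DMSO alone without agonist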
CHRM4 PAM – potentiates acetylcholine response at human M4 receptor; P08173; CHO-K1 hM4/Gqi5, Fluo-8 calcium fluorescence, ACh EC20; 0% = ACh EC20, 100% = maximal ACh; activation, % at 3 µM; 360,000 tested, 0.4% active; AID 624126;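 active = activation above its plate's cutoff, the mean activation of sample wells plus 3 SD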; note: some results filed as inactive read as strong as hits
CHRM5 agonist – agonists of human muscarinic M5 receptor (CHRM5) | CHO-K1 hM5 cells, Fluo-8 calcium fluorescence; 0% DMSO wells, 100% maximal acetylcholine response | activation, % at 3 µM | P08912 | 360,000 tested, 0.19% active;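 active = activation above the run's mean over test compounds plus 3 SD, cut at about 23% in these data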;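 note: signal is peak over basal fluorescence ratio across the kinetic read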
CHRM4 antagonist – CHRM4 antagonism in calcium assay; 360,000 tested, 0.73% active; CHO-hM4 cells, ACh EC80, Fluo-8 calcium fluorescence; P08173; inhibition, % at 3 µM;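 active = inhibition above its plate's cutoff, the mean inhibition of sample wells plus 3 SD, cut at about 27% in these data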;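 note: 0% = acetylcholine EC80 with DMSO and 100% = DMSO without agonist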
CRFBP-R2 agonist – CRF-BP/CRF-R2 complex agonism; HEK293 CRF-R2/CRF-BP, calcium dye fluorescence (FLIPR); percent of saturating CRF peptide response; activation, % at 13.2 µM; 350,000 tested, 0.46% active; AID 588473;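 active = activation of at least 50%, plus an integration ratio under a set limit after plate pattern correction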;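 note: plate controls were neutral control wells without compound for no effect and CRF at EC100 for full effect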
The depositor's hits bear a star; & = joins results of further samples.

The first 5 records, to show the layout:
`O=C(Nc1nc2ccccc2s1)C1=NN(c2ccccc2)C(=O)CC1` gave M5 PAM -4, CHRM4 agonist 6, M5 antag -3, M1 PAM 6, M1 antag -6, CHRM4 PAM 3, CHRM5 agonist -6, CHRM4 antagonist -18 and CRFBP-R2 agonist -1.0.
Screening CC(=O)Nc1ccc(NC(=O)C2CCCN2C(=O)Nc2cccc(F)c2)cc1 (stereo not given) returned M5 PAM 4, CHRM4 agonist 2, M5 antag 4, M1 PAM 15, M1 antag -12, CHRM4 PAM 2, CHRM5 agonist -2, CHRM4 antagonist -13 and CRFBP-R2 agonist 0.2.
For COn1c(SCc2ccccc2)nc2ccccc2c1=O the results were M5 PAM -5, CHRM4 agonist -2, M5 antag 8, M1 PAM 6, M1 antag -9, CHRM4 PAM -4, CHRM5 agonist -1, CHRM4 antagonist 10 and CRFBP-R2 agonist -1.0.
`CN(C)C(=S)Nc1ccc(N2CCOCC2)cc1` gave M5 PAM 4, CHRM4 agonist 0, M5 antag -1, M1 PAM 5, M1 antag -9, CHRM4 PAM -3, CHRM5 agonist 0, CHRM4 antagonist 2 and CRFBP-R2 agonist -0.2.
Cc1cc(NC(=O)COc2ccc3ccccc3c2)no1 was read as M5 PAM -7, CHRM4 agonist 5, M5 antag 8, M1 PAM -3, M1 antag 0, CHRM4 PAM -5, CHRM5 agonist 0, CHRM4 antagonist 1 and CRFBP-R2 agonist -0.8.

Results, from the first entry:
`O=C(Nc1nc2ccccc2s1)C1=NN(c2ccccc2)C(=O)CC1` gave M5 PAM -4, CHRM4 agonist 6, M5 antag -3, M1 PAM 6, M1 antag -6, CHRM4 PAM 3, CHRM5 agonist -6, CHRM4 antagonist -18 and CRFBP-R2 agonist -1.0.
Screening CC(=O)Nc1ccc(NC(=O)C2CCCN2C(=O)Nc2cccc(F)c2)cc1 (stereo not given) returned M5 PAM 4, CHRM4 agonist 2, M5 antag 4, M1 PAM 15, M1 antag -12, CHRM4 PAM 2, CHRM5 agonist -2, CHRM4 antagonist -13 and CRFBP-R2 agonist 0.2.
For COn1c(SCc2ccccc2)nc2ccccc2c1=O the results were M5 PAM -5, CHRM4 agonist -2, M5 antag 8, M1 PAM 6, M1 antag -9, CHRM4 PAM -4, CHRM5 agonist -1, CHRM4 antagonist 10 and CRFBP-R2 agonist -1.0.
`CN(C)C(=S)Nc1ccc(N2CCOCC2)cc1` gave M5 PAM 4, CHRM4 agonist 0, M5 antag -1, M1 PAM 5, M1 antag -9, CHRM4 PAM -3, CHRM5 agonist 0, CHRM4 antagonist 2 and CRFBP-R2 agonist -0.2.
Cc1cc(NC(=O)COc2ccc3ccccc3c2)no1 was read as M5 PAM -7, CHRM4 agonist 5, M5 antag 8, M1 PAM -3, M1 antag 0, CHRM4 PAM -5, CHRM5 agonist 0, CHRM4 antagonist 1 and CRFBP-R2 agonist -0.8.
Screening COc1cc(/C=N/NC(=O)c2ccncc2)ccc1O returned M5 PAM -1&-2, CHRM4 agonist 2&0, M5 antag 2&-1, M1 PAM -2&3, M1 antag -25&-22, CHRM4 PAM -2&-4, CHRM5 agonist 7&1, CHRM4 antagonist -2&10 and CRFBP-R2 agonist -0.5&0.9.
For COCCn1c(=S)[nH]c2cc(C(=O)NCC3CCCO3)ccc2c1=O (stereo not given) the results were M5 PAM -1, CHRM4 agonist 1, M5 antag 10, M1 PAM 2, M1 antag 5, CHRM4 PAM 4, CHRM5 agonist 2, CHRM4 antagonist 2 and CRFBP-R2 agonist 1.4.
For CN(C)c1ccc(/C=C/c2nc3ccccc3s2)cc1 the results were M5 PAM 10, CHRM4 agonist 1, M5 antag 0, M1 PAM 10, M1 antag -10, CHRM4 PAM 5, CHRM5 agonist 0, CHRM4 antagonist -6 and CRFBP-R2 agonist 65*.
For CC1CN=C(NC2CCCCC2C)S1 (stereo not given) the results were M5 PAM 3, CHRM4 agonist 0, M5 antag 1, M1 PAM -4, M1 antag 7, CHRM4 PAM -9, CHRM5 agonist -5, CHRM4 antagonist 27* and CRFBP-R2 agonist 0.1.
For CC(=O)Nc1ccc2c(COC(=O)[C@H](C)N3C(=O)C4CCCCC4C3=O)cc(=O)oc2c1 (stereo not given in full) the results were M5 PAM 11, CHRM4 agonist 2, M5 antag -8, M1 PAM 9, M1 antag -11, CHRM4 PAM 7, CHRM5 agonist 4, CHRM4 antagonist 2 and CRFBP-R2 agonist -0.3.
Screening CC(C)(C)c1ccc(C(=O)NCC(=O)NCC(C)(C)N2CCOCC2)cc1 returned M5 PAM -1, CHRM4 agonist 1, M5 antag 9, M1 PAM 7, M1 antag -4, CHRM4 PAM -3, CHRM5 agonist 0, CHRM4 antagonist -1 and CRFBP-R2 agonist 4.8.
CCOc1ccc(OCC(=O)OCC(=O)NCC2CCCO2)cc1 (stereo not given) was read as M5 PAM 5, CHRM4 agonist 1, M5 antag 2, M1 PAM 1, M1 antag 3, CHRM4 PAM -3, CHRM5 agonist 1, CHRM4 antagonist 12 and CRFBP-R2 agonist 0.5.
`O=C(Cc1ccc(Cl)cc1)Oc1cccc2cccnc12` gave M5 PAM 5, CHRM4 agonist 0, M5 antag -2, M1 PAM -6, M1 antag 13, CHRM4 PAM 14, CHRM5 agonist 0, CHRM4 antagonist -9 and CRFBP-R2 agonist -0.4.
Screening CN(C)Cc1csc(NC(=O)Nc2ccccc2Cc2ccccc2)n1 returned M5 PAM -1, CHRM4 agonist 2, M5 antag 4, M1 PAM -7, M1 antag 4, CHRM4 PAM 2, CHRM5 agonist -1 and CHRM4 antagonist -5.
Screening COc1ccc(CSc2nc3ccccc3c(=O)[nH]2)cc1F returned M5 PAM -10, CHRM4 agonist 17, M5 antag 1, M1 PAM -7, M1 antag 13, CHRM4 PAM -14, CHRM5 agonist 2, CHRM4 antagonist -6 and CRFBP-R2 agonist -1.3.
For CC1C(=O)Nc2ccc(S(=O)(=O)NCc3ccc(Cl)cc3)cc2NC1=O (stereo not given) the results were M5 PAM -3, CHRM4 agonist 0, M5 antag -3, M1 PAM 13, M1 antag -16, CHRM4 PAM 4, CHRM5 agonist 0, CHRM4 antagonist -17 and CRFBP-R2 agonist 0.5.
`Cc1ccc(/C=N/N2CCN(Cc3ccc(C)cc3)CC2)cc1` gave M5 PAM -2, CHRM4 agonist 0, M5 antag -9, M1 PAM 1, M1 antag 0, CHRM4 PAM -8, CHRM5 agonist 5, CHRM4 antagonist 8 and CRFBP-R2 agonist -0.1.
COc1ccccc1-n1cnnc1SCC(=O)NCc1cccs1 was read as M5 PAM -1, CHRM4 agonist 0, M5 antag -2, M1 PAM 8, M1 antag -13, CHRM4 PAM 1, CHRM5 agonist -1, CHRM4 antagonist -4 and CRFBP-R2 agonist 0.6.
Screening Cc1nc(SCC(=O)NCC2CCCO2)c2c(C)c(C)sc2n1 (stereo not given) returned M5 PAM 2, CHRM4 agonist 2, M5 antag 5, M1 PAM 4, M1 antag -1, CHRM4 PAM 11, CHRM5 agonist 1, CHRM4 antagonist 4 and CRFBP-R2 agonist 0.5.
For CCOC(=O)c1sc(NC(=O)OC)c(C(=O)OC)c1C the results were M5 PAM 2, CHRM4 agonist 1, M5 antag 8, M1 PAM 4, M1 antag 0, CHRM4 PAM 4, CHRM5 agonist 2, CHRM4 antagonist 0 and CRFBP-R2 agonist -0.5.
Screening Cc1ccc(NC(=O)C2CCN(C(=O)NC3CCCCC3)CC2)c(C)c1 returned M5 PAM -5, CHRM4 agonist 0, M5 antag 5, M1 PAM 9, M1 antag -17, CHRM4 PAM 0, CHRM5 agonist 5, CHRM4 antagonist -4 and CRFBP-R2 agonist 0.0.
Screening CC(C)[C@H](NC(=O)C1CCN(S(=O)(=O)c2ccc(F)cc2)CC1)C(=O)NCc1ccco1 returned M5 PAM 1, CHRM4 agonist 1, M5 antag 5, M1 PAM 15, M1 antag -11, CHRM4 PAM 3, CHRM5 agonist -1, CHRM4 antagonist -4 and CRFBP-R2 agonist -0.6.
CCN(CC)S(=O)(=O)c1ccc(C(=O)OC2CCCCC2CN(C)C)cc1 (stereo not given) was read as M5 PAM 1, CHRM4 agonist 2, M5 antag -3, M1 PAM 0, M1 antag -4, CHRM4 PAM 5, CHRM5 agonist -4, CHRM4 antagonist -3 and CRFBP-R2 agonist 1.7.
Cc1ccc(NC(=O)CCn2cnc3cc(C)c(C)cc32)cc1 was read as M5 PAM 1, CHRM4 agonist 2, M5 antag -10, M1 PAM 2, M1 antag -23, CHRM4 PAM 6, CHRM5 agonist -2, CHRM4 antagonist -12 and CRFBP-R2 agonist -0.1.
O=C(CCc1ccccc1)NNC(=O)Nc1ccc(F)c(Cl)c1 was read as M5 PAM -6, CHRM4 agonist 2, M5 antag 6, M1 PAM -2, M1 antag 8, CHRM4 PAM -4, CHRM5 agonist -4, CHRM4 antagonist -1 and CRFBP-R2 agonist -1.1.
NS(=O)(=O)c1ccc(CCNCC(=O)NC2CC2)cc1 was read as M5 PAM 9, CHRM4 agonist 0, M5 antag 7, M1 PAM 2, M1 antag -7, CHRM4 PAM 15, CHRM5 agonist 4, CHRM4 antagonist -1 and CRFBP-R2 agonist -0.6.
Screening COc1ccc(C(=O)Cn2nnc(-c3cccs3)n2)cc1 returned M5 PAM 0, CHRM4 agonist 1, M5 antag -2, M1 PAM 4, M1 antag -4, CHRM4 PAM -2, CHRM5 agonist -1, CHRM4 antagonist 1 and CRFBP-R2 agonist -1.0.
For C=CCN(C(=O)CCC(=O)Nc1cc(C)on1)C(C(=O)NC1CCCC1)c1ccc(C)cc1 (stereo not given) the results were M5 PAM 1, CHRM4 agonist 1, M5 antag 3, M1 PAM 13, M1 antag -16, CHRM4 PAM 7, CHRM5 agonist -4, CHRM4 antagonist -8 and CRFBP-R2 agonist -2.0.
CCCn1c(SCC(=O)NC(C)(C)C)nnc1-c1ccco1 was read as M5 PAM -3, CHRM4 agonist 2, M5 antag 4, M1 PAM 0, M1 antag -1, CHRM4 PAM -2, CHRM5 agonist -2, CHRM4 antagonist 1 and CRFBP-R2 agonist 1.7.
`Cc1noc(C)c1C(=O)NC1CCCc2ccccc21` (stereo not given) gave M5 PAM -10, CHRM4 agonist 2, M5 antag 10, M1 PAM 1, M1 antag -7, CHRM4 PAM 17, CHRM5 agonist -4, CHRM4 antagonist -1 and CRFBP-R2 agonist 0.5.
Screening CC1CN(Cc2ccco2)C(=S)NC1=O (stereo not given) returned M5 PAM -3, CHRM4 agonist 1, M5 antag 15, M1 PAM 10, M1 antag -18, CHRM4 PAM 2, CHRM5 agonist 2, CHRM4 antagonist -1 and CRFBP-R2 agonist -0.9.
`O=C(CN(c1ccccc1)S(=O)(=O)c1ccccc1[N+](=O)[O-])NN=C1CCCCCCC1` gave M5 PAM -5, CHRM4 agonist 1, M5 antag 2, M1 PAM 4, M1 antag -24, CHRM4 PAM 2, CHRM5 agonist 0, CHRM4 antagonist -6 and CRFBP-R2 agonist -0.9.
